Bioassay records: PubChem, several laboratories
Fh CTSL1 inh: cathepsin L1 inhibition, PFM18AAP counter-screen; recombinant F. hepatica cathepsin L1, Z-Leu-Arg-MCA fluorescence; inhibition, % at 5.96 µM; actives 0.49% (n = 300,000); AID 1906;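 active = inhibition above the mean of all tested compounds plus 3 SD, set per screening campaign, cut at about 17% in these data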;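 also: 0% = plate median of test compound wells and 100% = 1 µM Z-Phe-Ala-diazomethylketone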
Efflux pump inh: inhibitors of Candida antifungal efflux pumps expressed in yeast. S. cerevisiae Candida pump triplex, Nile Red efflux. inhibition, % at 10 µM. actives 0.44% (n = 330,000). AID 485275;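 active = plate passing quality check with inhibition over a set limit, or well fluorescence over plate mean plus 4 SD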;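 also: Nile Red retained in pooled yeast measured as flow cytometry median fluorescence; 0% = buffer negative control and 100% = Enniatin B positive control; higher means more Nile Red kept so more efflux inhibition; some compounds called inactive have numbers as strong as hits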
PP5 inh: blocks human protein phosphatase 5 activity; P53041; purified PP5c, OMFP substrate fluorescence; inhibition, % at 6.7 µM; actives 0.18% (n = 320,000); AID 1987;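 active = inhibition above the campaign's mean inhibition across all tested compounds plus 3 SD, cut at about 9.5% in these data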;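 also: 0% = DMSO only and 100% = 100 µM cantharidin control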
HCV core dimer: HCV core protein dimerization inhibition; TR-FRET GST/Flag-core106 dimerization, 1536-well; actives 0.33% (n = 300,000); inhibition, % at 5 µM;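 active = inhibition above the mean of all tested compounds plus 3 SD, set per screening campaign, cut at about 45% in these data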
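assay system = GST-tagged and Flag-tagged HCV core protein residues 1-106 | controls = unlabelled core106 and no-GST-core106 wells | incubation = compound-protein-antibody incubation 4 h at 22.5 °C | probe or stimulus = Eu donor and XL665 acceptor anti-tag antibodies | read-out = % inhibition based on acceptor/donor emission ratio | signal = TR-FRET 671 and 617 nm emission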
TPT1 inh: inhibitors of Candida albicans tRNA 2'-phosphotransferase TPT1 | recombinant caTPT1, FP RNA substrate dephosphorylation | inhibition, % at 5 µM | actives 0.81% (n = 300,000);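 active = inhibition above the mean of all tested compounds plus 3 SD, set per screening campaign, cut at about 24% in these data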;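 also: plate controls were DMSO alone for no effect and ferristatin control at 100 nM for full effect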
EBNA-1 inhibitor: blocks EBNA-1 binding to DNA; EBNA-1 DNA binding, fluorescence polarization; inhibition, % at 14.8 µM; actives 0.34% (n = 300,000); in the data active = inhibition above about 28%
ZTA counter: ZTA (EBV) inhibition in EBNA-1 counter-screen. P03206. ZTA-DNA binding, fluorescence polarization. inhibition, % at 11 µM. actives 0.15% (n = 320,000). AID 2234; in the data active = inhibition above about 33%
Target sequence (P03206 whole entry, looked up): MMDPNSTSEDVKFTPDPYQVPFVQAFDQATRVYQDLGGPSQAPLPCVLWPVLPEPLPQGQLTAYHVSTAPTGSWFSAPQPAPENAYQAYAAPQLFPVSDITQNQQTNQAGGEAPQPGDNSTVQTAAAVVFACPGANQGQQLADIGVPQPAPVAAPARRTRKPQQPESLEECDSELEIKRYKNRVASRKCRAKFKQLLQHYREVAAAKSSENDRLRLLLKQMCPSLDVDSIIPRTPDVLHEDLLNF
PP1 counter: PP1-alpha (human) inhibition in PP5 counter-screen; P62136; purified PP1alpha, OMFP fluorescence; inhibition, % at 6.7 µM; actives 0.9% (n = 320,000); AID 2235;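 active = inhibition above the mean inhibition of all tested compounds plus 3 SD, computed separately for each screening campaign, cut at about 15% in these data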
PREPL inhibitor: inhibitors of human prolyl oligopeptidase-like enzyme PREPL. Q4J6C6. recombinant PREPL, fluorescence polarization activity-based probe. inhibition, % at 5.96 µM. actives 0.68% (n = 320,000); in the data active = inhibition above about 43%;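 also: 0% = enzyme with DMSO and 100% = wells lacking enzyme; many of its hits are not listed in these tables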
Target sequence (Q4J6C6 whole entry, looked up): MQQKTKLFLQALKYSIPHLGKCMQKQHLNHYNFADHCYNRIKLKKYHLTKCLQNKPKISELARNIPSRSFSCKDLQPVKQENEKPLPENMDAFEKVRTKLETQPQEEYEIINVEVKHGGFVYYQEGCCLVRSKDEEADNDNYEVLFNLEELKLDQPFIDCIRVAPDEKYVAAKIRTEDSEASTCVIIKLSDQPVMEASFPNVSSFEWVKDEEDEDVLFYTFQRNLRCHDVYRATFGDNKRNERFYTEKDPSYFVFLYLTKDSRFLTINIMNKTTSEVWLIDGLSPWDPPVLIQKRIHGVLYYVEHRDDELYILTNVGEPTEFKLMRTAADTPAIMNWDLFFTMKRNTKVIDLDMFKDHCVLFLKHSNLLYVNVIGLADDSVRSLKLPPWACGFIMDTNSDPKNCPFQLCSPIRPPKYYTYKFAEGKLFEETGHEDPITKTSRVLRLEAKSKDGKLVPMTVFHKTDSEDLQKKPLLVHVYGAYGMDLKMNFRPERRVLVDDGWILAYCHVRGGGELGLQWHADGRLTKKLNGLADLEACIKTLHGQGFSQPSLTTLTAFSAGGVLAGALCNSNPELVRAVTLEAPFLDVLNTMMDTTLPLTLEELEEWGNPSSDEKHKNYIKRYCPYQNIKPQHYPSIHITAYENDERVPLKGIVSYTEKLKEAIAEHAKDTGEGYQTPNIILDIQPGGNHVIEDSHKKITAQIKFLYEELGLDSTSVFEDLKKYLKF
* marks the source's active call; other numbers are inactive results; nt = not tested or not shown. A portion of the library; count on the stated rates, not on these rows.

The opening 13 entries as a preview:
entry	SMILES	Fh CTSL1 inh	Efflux pump inh	PP5 inh	HCV core dimer	TPT1 inh
1	COc1ccccc1NC(=O)CSc1nnc(C)o1	0	0.1	1.1	0	-2
2	CCc1nnc(NS(=O)(=O)c2ccc(NC(=O)/C=C/c3ccc(OC)cc3OC)cc2)s1	1	0.0	4.7	30	-4
3	Cc1cc(-c2ccc([N+](=O)[O-])cc2)nc2ccccc12	1	0.1	1.0	1	-2
4	Cc1ccnc(NC(=O)c2cc3cc(F)ccc3s2)c1	1	0.2	2.4	24	1
5	O=C1C2C(C(=O)N1/N=C/c1cccc([N+](=O)[O-])c1)C1C=CC2C12CC2 (stereo not given)	0	-0.1	1.0	-5	-3
6	CCCCOc1ccc(C(=O)OCC(=O)N2CCOCC2)cc1	-2	0.0	-0.6	13	-3
7	CCn1nc(C)c(/C=N/NC(=O)Cn2nnc(N)n2)c1C	1	-0.2	-0.1	2	1
8	c1ccc(-c2noc(-c3ccno3)n2)nc1	-1	0.0	-0.1	1	-3
9	O=C(O)c1ccc(N/N=C/c2ccncc2)cc1	2	0.0	0.8	-4	0
10	CC(=O)c1ccc(OCC(O)CN2CCc3ccccc3C2)cc1 (stereo not given)	0	0.0	1.5	-3	-6

entry	EBNA-1 inhibitor	ZTA counter	PP1 counter	PREPL inhibitor
1	1	-7	-5	-10
2	-7	-14	12	7
3	3	-9	0	-4
4	-15	-11	-2	-2
5	-12	-5	2	5
6	8	-3	-7	-1
7	7	4	-7	9
8	8	0	-5	5
9	4	-8	-5	1
10	1	-14	3	-3

entry	SMILES	Fh CTSL1 inh	Efflux pump inh	PP5 inh	HCV core dimer	TPT1 inh
11	O=C(CSc1ccc([N+](=O)[O-])cn1)Nc1ccc2c(c1)OCCO2	-2	0.2	-2.2	-4	-1
12	Clc1ccc(-c2ncc3ccccn23)cc1	3	0.2	-1.7	11	9
13	CCN(CC)C(=O)C(=O)N/N=C/c1cccc(Br)c1	-2	0.0	2.0	-2	0

entry	EBNA-1 inhibitor	ZTA counter	PP1 counter	PREPL inhibitor
11	6	12	-6	5
12	-6	5	-1	-25
13	-12	0	-7	-6

Main list (from the top)
entry	SMILES	Fh CTSL1 inh	Efflux pump inh	PP5 inh	HCV core dimer	TPT1 inh
1	COc1ccccc1NC(=O)CSc1nnc(C)o1	0	0.1	1.1	0	-2
2	CCc1nnc(NS(=O)(=O)c2ccc(NC(=O)/C=C/c3ccc(OC)cc3OC)cc2)s1	1	0.0	4.7	30	-4
3	Cc1cc(-c2ccc([N+](=O)[O-])cc2)nc2ccccc12	1	0.1	1.0	1	-2
4	Cc1ccnc(NC(=O)c2cc3cc(F)ccc3s2)c1	1	0.2	2.4	24	1
5	O=C1C2C(C(=O)N1/N=C/c1cccc([N+](=O)[O-])c1)C1C=CC2C12CC2 (stereo not given)	0	-0.1	1.0	-5	-3
6	CCCCOc1ccc(C(=O)OCC(=O)N2CCOCC2)cc1	-2	0.0	-0.6	13	-3
7	CCn1nc(C)c(/C=N/NC(=O)Cn2nnc(N)n2)c1C	1	-0.2	-0.1	2	1
8	c1ccc(-c2noc(-c3ccno3)n2)nc1	-1	0.0	-0.1	1	-3

entry	EBNA-1 inhibitor	ZTA counter	PP1 counter	PREPL inhibitor
1	1	-7	-5	-10
2	-7	-14	12	7
3	3	-9	0	-4
4	-15	-11	-2	-2
5	-12	-5	2	5
6	8	-3	-7	-1
7	7	4	-7	9
8	8	0	-5	5

The listing continues:
entry	SMILES	Fh CTSL1 inh	Efflux pump inh	PP5 inh	HCV core dimer	TPT1 inh
9	O=C(O)c1ccc(N/N=C/c2ccncc2)cc1	2	0.0	0.8	-4	0
10	CC(=O)c1ccc(OCC(O)CN2CCc3ccccc3C2)cc1 (stereo not given)	0	0.0	1.5	-3	-6
11	O=C(CSc1ccc([N+](=O)[O-])cn1)Nc1ccc2c(c1)OCCO2	-2	0.2	-2.2	-4	-1
12	Clc1ccc(-c2ncc3ccccn23)cc1	3	0.2	-1.7	11	9
13	CCN(CC)C(=O)C(=O)N/N=C/c1cccc(Br)c1	-2	0.0	2.0	-2	0
14	COc1ccc(OCCOC(=O)Nc2ccccc2)cc1	0	0.0	5.3	8	-4
15	O=C(NNC(=O)c1ccc([N+](=O)[O-])cc1Cl)c1ccncc1	3	-0.1	2.6	-4	-1
16	O=C1/C(=C/c2cccs2)Cc2ccccc21	-1	-0.1	-1.2	-3	0

entry	EBNA-1 inhibitor	ZTA counter	PP1 counter	PREPL inhibitor
9	4	-8	-5	1
10	1	-14	3	-3
11	6	12	-6	5
12	-6	5	-1	-25
13	-12	0	-7	-6
14	-3	-3	-4	-10
15	5	-21	-1	7
16	-2	-2	-10	-71

The final 2 records of the section above open the next one.
entry	SMILES	Fh CTSL1 inh	Efflux pump inh	PP5 inh	HCV core dimer	TPT1 inh
15	O=C(NNC(=O)c1ccc([N+](=O)[O-])cc1Cl)c1ccncc1	3	-0.1	2.6	-4	-1
16	O=C1/C(=C/c2cccs2)Cc2ccccc21	-1	-0.1	-1.2	-3	0
17	N/C(=N\OC(=O)CCCOc1ccc(Cl)cc1Cl)c1ccccn1	-14	0.2	2.8	1	2
18	CNC(=S)Nc1ccc(C(N)=O)cc1	0	0.1	0.6	-2	-2
19	Cc1ccc(N(CC(=O)N2CC(=O)Nc3ccccc32)S(=O)(=O)c2ccc3c(c2)OCCO3)cc1	1	0.1	0.6	8	3
20	O=c1c2ccccc2nc2n1C(CBr)CN2 (stereo not given)	-2	0.0	-0.6	3	-2
21	CC(NC(=O)c1cc2ccccc2oc1=O)c1ccccc1 (stereo not given)	6	0.0	-0.5	13	-2
22	COc1cccc(NC(=O)N2CCCC2C(=O)NC(C)C)c1 (stereo not given)	0	0.0	2.5	-6	-2
23	COC(=O)/C=C/c1ccc2c(c1)S(=O)(=O)N(c1cccc(OC)c1)[C@H]2CC(=O)OC	4	0.2	0.9	0	7
24	Cn1c(=O)c2ccccc2n(Cc2ccccc2F)c1=O	1	0.1	1.5	-3	-1

entry	EBNA-1 inhibitor	ZTA counter	PP1 counter	PREPL inhibitor
15	5	-21	-1	7
16	-2	-2	-10	-71
17	-15	-12	-3	13
18	-6	-3	-7	1
19	-3	-1	0	9
20	-13	2	-6	-3
21	-4	22	3	-4
22	1	5	0	-8
23	-9	2	-3	1
24	5	12	4	-11

Remaining list, next part.
entry	SMILES	Fh CTSL1 inh	Efflux pump inh	PP5 inh	HCV core dimer	TPT1 inh
25	CC(C)c1csc(CN2CCN(CCc3ccccc3)C(CCO)C2)n1 (stereo not given)	-5	0.1	2.3	-13	3
26	CCOC(=O)Cc1csc(NC(NC(=O)OCC)(C(=O)OCC)C(F)(F)F)n1 (stereo not given)	1	-0.1	3.5	-9	-3
27	CCOC(=O)c1nnn2c1nc(N(CC)CC)c1ccccc12	-5	-0.1	3.4	0	-3
28	COc1cc(CNCCc2ccccc2F)ccc1OCC(=O)N1CCCCC1	-2	0.0	-1.8	-3	-2
29	Cc1ccccc1NS(=O)(=O)c1ccc(C(=O)N2CC(C)OC(C)C2)cc1 (stereo not given)	-1	0.2	0.0	6	-3
30	CC(C)C(=O)Nc1ccc(N2CCCC2)cc1	2	-0.1	1.9	-2	4
31	C#CCSc1n[nH]c(-c2ccco2)n1	6	-0.2	-4.3	-20	2
32	Cc1ccccc1NC(=O)NNC(=O)CCc1ccccc1	-1	0.1	1.6	-2	0

entry	EBNA-1 inhibitor	ZTA counter	PP1 counter	PREPL inhibitor
25	-2	6	-4	5
26	7	2	1	20
27	4	-15	-1	-3
28	-12	-25	-11	-23
29	-19	4	8	7
30	5	-11	6	15
31	-8	1	5	8
32	-7	10	2	-4

(more compounds)
entry	SMILES	Fh CTSL1 inh	Efflux pump inh	PP5 inh	HCV core dimer	TPT1 inh
33	CN(C)c1ccc(C(=O)Nc2nnc(-c3ccc(Cl)cc3)o2)cc1	5	-0.1	-1.3	-6	3
34	COc1cccc(C2C(C(C)=O)=C(O)C(=O)N2Cc2ccco2)c1 (stereo not given)	2	0.2	-2.5	3	-1
35	Cc1cc(C)c2cc(C#N)c(NCCCNC(=O)CCC(=O)O)nc2c1	5	-0.1	-0.5	3	-1
36	O=C(Nc1ccncc1)c1cc(S(=O)(=O)N2CCOCC2)ccc1Cl	2	0.1	-2.3	-1	-1
37	CCC(C(=O)Nc1cnccn1)c1ccccc1 (stereo not given)	8	0.3	2.9	0	-1
38	CCc1ccc(NC(=O)c2ccnc(C(C)(C)C)c2)cc1	-4	-0.1	1.8	-1	-3
39	O=C(CNC(=O)c1ccccc1)OCCCOC(=O)CNC(=O)c1ccccc1	-3	0.1	2.5	-2	-2
40	COc1ccc(NC(=O)C2CCCN2C(=O)NC2CCCCC2)cc1OC (stereo not given)	-3	0.1	0.3	7	-3

entry	EBNA-1 inhibitor	ZTA counter	PP1 counter	PREPL inhibitor
33	9	6	3	8
34	0	1	-5	10
35	1	-5	-4	2
36	-2	1	-3	-1
37	-20	-6	-1	10
38	5	-2	0	4
39	-4	0	-5	-2
40	12	18	3	-3

More records:
entry	SMILES	Fh CTSL1 inh	Efflux pump inh	PP5 inh	HCV core dimer	TPT1 inh
41	O=C(O)CC1S/C(=N\N=C/c2ccccc2O)N(c2ccc(O)cc2)C1=O (stereo not given)	3	0.2	0.8	-2	-3
42	O=C(NCc1cccc(Cl)c1)c1ccncc1	-1	-0.2	0.7	-6	0
43	CC(C)c1ccc(/C=C/C(=O)NCCCc2ccccc2)cc1	0	0.0	0.3	-1	-3
44	Cc1nn(-c2ncc(C(F)(F)F)cc2Cl)c(=O)n1-c1c(F)cccc1F	4	0.0	-0.1	-2	32*
45	O=C(c1cc(-c2ccccc2)on1)N1CCN(Cc2ccc3c(c2)OCO3)CC1	2	0.0	3.5	-2	-2
46	Cc1ccc(Nc2nc3ccccc3n3cnnc23)cc1C	-5	0.1	-1.2	5	-2
47	O=c1c(OC2OC(CO)C(O)C(O)C2O)c(-c2ccc(O)c(O)c2)oc2cc(O)cc(O)c12 (stereo not given)	-1	nt	0.7	-15	-2
48	COc1ccc(/C=C/c2nnc(NC(=O)C(C)C)s2)cc1	5	0.0	1.0	10	3

entry	EBNA-1 inhibitor	ZTA counter	PP1 counter	PREPL inhibitor
41	1	0	-1	27
42	6	11	0	10
43	9	10	1	-2
44	10	19	-2	2
45	-5	-5	0	6
46	8	8	-2	15
47	-15	7	-2	9
48	7	2	1	3

Additional results follow.
entry	SMILES	Fh CTSL1 inh	Efflux pump inh	PP5 inh	HCV core dimer	TPT1 inh
49	CC(C)N(Cc1cc2ccccc2[nH]c1=O)C(=O)c1cccnc1	4	0.0	-1.1	-9	-4
50	CC1CCCCC1NC(=O)COC(=O)c1ccc2ncsc2c1 (stereo not given)	nt	-0.4	1.6	nt	nt
51	NC(=O)CN1CCOCCOCCN(CC(N)=O)CCOCC1	2	-0.1	1.6	0	2
52	CCC(C)c1ccccc1OCCCNC1CCCC1 (stereo not given)	5	-0.1	0.6	-4	1

entry	EBNA-1 inhibitor	ZTA counter	PP1 counter	PREPL inhibitor
49	3	2	0	-4
50	nt	2	2	-7
51	9	3	-2	-4
52	-5	-7	1	-19
